# Pin1 inh = human Pin1 inhibition. Q13526. 0.009% of 390,000 active. Potency, µM (doses to about 115 µM), for the others: at the highest dose activity, negative = inhibition, actives largely listed as inhibitors. AID 504891. Pin1 FP peptide displacement, HiFluor488, 10 min; active means well fitted inhibition curve with a large enough effect in the polarisation, with a control signal flat, not every such curve was filed as active; inconclusive means small, poorly fitted or top-dose-only effect, or effect the other way, or a change in a side signal; inactive means no such curve, though single readings can be large or run the other way; the % refers to the polarisation; further: potency means the concentration at half of the fitted maximal effect; on the % scale 0 is the no-effect control and ±100 the full control effect
# Target sequence (Q13526 whole entry, looked up): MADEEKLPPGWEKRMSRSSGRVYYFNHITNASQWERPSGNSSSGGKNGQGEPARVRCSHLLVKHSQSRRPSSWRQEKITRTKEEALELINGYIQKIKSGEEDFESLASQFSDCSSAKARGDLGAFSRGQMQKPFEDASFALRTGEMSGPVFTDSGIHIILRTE
# GLS inhibitor = blocks human kidney-isoform glutaminase activity; O94925; GLS enzymatic activity, qHTS titration; Potency, µM (highest dose often 45.5 µM), for the others: at the highest dose activity change, negative = inhibition, usual class: inhibitors; 0.21% of 410,000 active; AID 624170; further: potency means the concentration at half of the fitted maximal effect; on the % scale 0 is the no-effect control and ±100 the full control effect
#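 Compounds were pin-transferred onto hKGA, after which L-glutamine (1 mM solution) and a detection mix of glutamate oxidase, HRP and Amplex Red were added. Initial and 30 min RT fluorescence reads were collected.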
# Tb PGK inh = T. brucei PGK inhibition; P07378; AID 602233; 0.043% of 380,000 active; Potency, µM (highest dose often 57.5 µM), for inactives: at the top dose activity change, negative = inhibition, actives largely listed as inhibitors; PGK/GAPDH coupled, Kinase-Glo luminescence, 60 min; further: potency means the concentration at half of the fitted maximal effect; on the % scale 0 is the no-effect control and ±100 the full control effect; nearly all actives have a fitted effect of over 60% in size
#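 Luminescent ATP detection (Kinase-Glo Plus) follows a 60-minute room-temperature incubation, with wells lacking PGK as controls. Buffer: 100 mM TEA (pH 7.6), 5 mM MgCl2, 0.01% Tween-20. Coupling enzyme GAPDH (100 nM final) supplies unstable 1,3-BPG in-well.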
# PI4K2A inh = PI4K2A (human) kinase inhibition; AID 1346378; purified PI4K2A, ADP-Glo luminescence, 1 h; active compounds read low; activity change, negative = inhibition, % at 76.9 µM; Q9BTU6; 0.13% of 420,000 active; in the data active means activity change below about -50%; inconclusive means mostly about -30% to -49%;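 further: -100% = wells without enzyme as full effect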
#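 PI4K2A activity was measured by ADP-Glo luminescence: enzyme (4 ug/mL stock) and phosphatidylinositol (1.2 mM stock) in Tris pH 7.5/MgCl2/EGTA/Triton X-100 buffer were reacted with ATP (300 microM stock) for one hour at ambient temperature.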
# TrxR1 substrate = substrates of rat thioredoxin reductase 1. O89049. purified TrxR1 substrate turnover, NADPH consumption readout. Potency, µM (top dose mostly 114 µM), for the others: top-dose activity change, negative = substrate turnover. 0.01% of 390,000 active. AID 588456; further: potency means the concentration at half of the fitted maximal effect; on the % scale 0 is the no-effect control and ±100 the full control effect; nearly all actives have a fitted effect of over 50% in size
# Target sequence (O89049 whole entry, looked up): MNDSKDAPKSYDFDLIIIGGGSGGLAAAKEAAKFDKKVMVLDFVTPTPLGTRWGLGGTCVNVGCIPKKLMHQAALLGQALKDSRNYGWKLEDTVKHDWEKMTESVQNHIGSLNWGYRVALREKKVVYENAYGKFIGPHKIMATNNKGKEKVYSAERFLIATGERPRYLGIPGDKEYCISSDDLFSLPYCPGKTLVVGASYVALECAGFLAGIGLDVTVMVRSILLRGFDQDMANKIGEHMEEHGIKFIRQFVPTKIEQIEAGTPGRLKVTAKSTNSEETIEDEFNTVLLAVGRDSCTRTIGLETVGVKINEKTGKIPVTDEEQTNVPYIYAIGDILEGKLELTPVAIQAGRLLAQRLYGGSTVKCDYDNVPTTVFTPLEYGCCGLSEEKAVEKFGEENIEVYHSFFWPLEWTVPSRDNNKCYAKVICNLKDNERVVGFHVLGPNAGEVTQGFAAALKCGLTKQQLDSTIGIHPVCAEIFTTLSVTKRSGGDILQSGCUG
#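 Rat TrxR1, dispensed at 90 nM, was prereduced with 400 uM NADPH (final) for 5 min at ~22 deg C, then incubated with compound 15 min before 400 uM selenite. A first-read NADPH fluorescence drop versus no-compound background flagged substrates.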
# mIDH1 inhibitor = human IDH1 R132H inhibition. Potency, µM (titrated, usually from 76.6 µM), for inactives: at the top dose activity change, negative = inhibition, usual class: inhibitors. 0.093% of 390,000 active. AID 602179. O75874. IDH1-R132H enzyme, NADPH consumption, diaphorase/resazurin fluorescence; further: potency means the concentration at half of the fitted maximal effect; on the % scale 0 is the no-effect control and ±100 the full control effect; nearly all actives have a fitted effect of over 65% in size
# Target sequence (O75874 whole entry R132H, stated change not applied): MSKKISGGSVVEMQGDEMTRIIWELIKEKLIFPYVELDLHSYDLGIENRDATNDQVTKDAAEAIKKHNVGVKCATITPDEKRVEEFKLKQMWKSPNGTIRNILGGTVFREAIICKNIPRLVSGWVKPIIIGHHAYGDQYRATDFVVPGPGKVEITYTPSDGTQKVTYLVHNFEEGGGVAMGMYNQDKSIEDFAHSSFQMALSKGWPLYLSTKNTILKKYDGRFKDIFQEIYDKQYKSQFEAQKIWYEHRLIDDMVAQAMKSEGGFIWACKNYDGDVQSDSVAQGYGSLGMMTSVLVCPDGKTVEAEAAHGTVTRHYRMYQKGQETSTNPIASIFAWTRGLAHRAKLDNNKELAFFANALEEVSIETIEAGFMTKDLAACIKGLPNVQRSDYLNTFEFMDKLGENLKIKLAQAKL
#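 IDH1-R132H (0.5 ug/mL dispensed) in pH 7.5 Tris buffer was preincubated 30 min with compound, then given a substrate mix of 0.016 mM NADPH and 2 mM alpha-KG for 80 min at room temperature; remaining NADPH was read by diaphorase/resazurin fluorescence.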
# rTrxR1 inhibitor = inhibitors of rat thioredoxin reductase 1; Potency, µM (titrated, usually from 114 µM), without a hit: top-dose activity change, negative = inhibition, actives largely listed as inhibitors; 1% of 390,000 active; O89049; recombinant rTrxR1, NADPH fluorescence consumption, selenite substrate; further: potency means the concentration at half of the fitted maximal effect; on the % scale 0 is the no-effect control and ±100 the full control effect; nearly all actives have a fitted effect of over 65% in size
#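 Rat TrxR1 (90 nM in the dispensed reagent) was pre-reduced with 400 uM NADPH for 5 min at room temperature, then incubated with compound for 15 min. After 400 uM selenite was added, NADPH fluorescence (Ex 340/Em 450 nm) was followed for 8 min.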
# HP1b chromo inh = blocks HP1-beta chromodomain binding to methylated histone tails | AlphaScreen HP1-beta / biotin-H3K9me3 peptide binding | 0.56% of 390,000 active | AID 540317 | Potency, µM (series often up to 114 µM), without a hit: at the top dose activity change, negative = inhibition, usual class: inhibitors | P83916; further: potency means the concentration at half of the fitted maximal effect; nearly all actives have a fitted effect of over 70% in size; inactives centre near 23
#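 AlphaScreen: HP1-beta (50 nM) preformed 30 min with biotin-H3(1-18)K9me3 peptide (50 nM) in PBS pH 7.4, 0.01% Tween-20. Compound added for 30 min at RT, then streptavidin donor/nickel chelate acceptor beads (10 ug/mL) for 30 min.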
# USP1 inh = USP1/UAF1 (human) deubiquitinase inhibition. O94782. recombinant USP1/UAF1, Ub-Rhodamine cleavage fluorescence. Potency, µM (titrated, usually from 57.1 µM), without a hit: at the highest dose activity change, negative = inhibition, usual class: inhibitors. 0.23% of 390,000 active; further: potency means the concentration at half of the fitted maximal effect; on the % scale 0 is the no-effect control and ±100 the full control effect; nearly all actives have a fitted effect of over 60% in size; inactives centre near -12
#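 USP1/UAF1 complex (1 nM) preincubated 15 min at room temperature with compound, then Ub-Rho substrate (150 nM final) added. Kinetic fluorescence at 480/540 nm over 6 reads at 60 s intervals; 50 mM HEPES pH 7.8, 0.5 mM EDTA, 0.1 mg/ml BSA, 1 mM TCEP, 0.01% Tween-20.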
# An asterisk follows results filed as active; i = inactive; ? = inconclusive; nt = not tested or not shown; & = joins results of further samples; [ ] = dose if it differs, or a comment. Unless noted, the call rests on the fitted dose curve; in most records, active means well fitted curve in the direction sought with a large enough effect; inconclusive means small, poorly fitted or top-dose-only effect, or another doubt; inactive means no such curve, though single readings can be large; an effect the other way counts as inactive or inconclusive. This is a subset, so the mix of outcomes need not match the whole.
canonical_smiles	Pin1 inh	GLS inhibitor	Tb PGK inh	PI4K2A inh	TrxR1 substrate	mIDH1 inhibitor	rTrxR1 inhibitor	HP1b chromo inh	USP1 inh
O=C(O)c1cc(-c2ccc(N3CCOCC3)cc2)nn1-c1ccccc1Cl	0%	12%	-5%	-2	-11%	4%	-3%	31%	-4%
Cc1ccccc1NC(=O)CSc1nnc(Cc2ccccc2)o1	-1%	13%	9%	1	-11%	5%	-4%	-9%	-11%
CCCOc1ccc(CNC(=O)C(NS(=O)(=O)c2cccs2)C(C)C)cc1 (configuration not stated)	-2%	-29%	-15%	0	-1%[57.1 µM]	-14%	1%[57.1 µM]	26%	?
CCN(CC)C(=O)COc1ccc2c3c(c(=O)oc2c1)CCCC3	-3%	-14%	-13%	6	102%[activator]	0%	4%	68%[activator]	-16%
CCOC(=O)C1=C(C)NC(C)=C(C(=O)OCC)C1C(=O)OCC(=O)Nc1ccc(NC(C)=O)cc1	nt	2%	-1%	6	nt	-1%	nt	nt	-11%
O=C(N/N=C/c1cccnc1)c1cccc(F)c1	?	-1%	-7%	0	3%	1%	10%[57.1 µM]	44%[activator]	-13%
Cc1ccc(N2C(=O)C(NC(=O)c3c(F)cccc3F)(C(F)(F)F)C3=C2CC(C)(C)CC3=O)cc1 (configuration not stated)	0%	-13%	i	6	-21%[57.1 µM]	6%	3%[57.1 µM]	28%	-18%
O=C(NC(C1CC1)C1CC1)C1CCC(=O)N(CCCN2CCCC2=O)C1 (configuration not stated)	2%	0%	-6%	-3	2%	-5%	33%	18%[57 µM]	-13%
Cc1ccc(-c2nc(C)c(CCNC(=O)c3ccco3)s2)cc1	5%	1%	-7%	-1	11%[57.1 µM]	10%	18%[57.1 µM]	22%[57 µM]	-19%
COc1ccccc1NC(=O)CCNC(=O)c1ccc(C)cc1	4%	-5%	-4%	5	5%	7%	20%	16%	-21%
CC(C(=O)N1CCc2ccccc21)N1CCN(c2ccccn2)CC1 (configuration not stated)	-1%	-7%	-2%	6	-12%	4%	-24%	46%[activator]	-7%
Cc1ccc(S(=O)(=O)N2CCC(C(N)=O)CC2)cc1[N+](=O)[O-]	0%	-12%	4%	1	13%	9%	23%[57.1 µM]	31%	-19%
O=C(Nc1ccc(F)cc1)c1ccc2[nH]c(=O)c(=O)[nH]c2c1	2%	-1%	7%	-1	-1%	-6%	-2%	20%	-18%
Cn1nnnc1Sc1ccc([N+](=O)[O-])cc1Cl	-2%	0%	-2%	8	1%[57.1 µM]	22%	17%[57.1 µM]	-6%	-15%
C=CCN(c1ccccc1)S(=O)(=O)c1cccc(C(=O)OCC(=O)NC2CC2)c1	22%	-12%	-4%	-2	3%[57.1 µM]	19%	34%[57.1 µM]	6%	4%
NS(=O)(=O)c1ccc(NC(=O)COC(=O)c2cc([N+](=O)[O-])ccc2Cl)cc1	-6%	-3%	1%	2	-1%	-1%	-8%	13%	-23%
CCOC(=O)c1[nH]c(C)c(C(=O)OCC(=O)NC2CCS(=O)(=O)C2)c1C (configuration not stated)	1%	-8%	-6%	-9	2%	9%	3%	-7%	-2%
CCc1ccc(NC(=O)C2CCN(C(=O)[C@@H]3Cc4ccccc4CN3)CC2)cc1	-1%	-2%	0%	-2	6%	0%	21%	45%[activator]	-23%
O=C1NC(c2ccncc2)C(C(=O)c2cccs2)C(O)(C(F)(F)F)N1 (configuration not stated)	-7%	nt	-6%	0	-4%	1%	-15%	37%[activator]	-21%
Cc1cc(C)cc(NC(=O)NCc2noc3ccccc23)c1	-1%	-1%	-2%	-2	6%	3%	24%	4%	?
COc1ccc(S(=O)(=O)Cc2ccc(C(=O)N3CCN(c4cc(Cl)ccc4C)CC3)o2)cc1	-12%	3%	0%	0	-9%	-6%	6%	9%	0%
COc1ccc(N2CCN(C(=O)CNS(=O)(=O)c3ccc(Br)s3)CC2)cc1	-13%&3%	7%&35%	-1%&-10%	2&-2	-4%&4%	8%&-7%	2%&15%	?	-27%&-8%
Cc1ccccc1C(=O)NC(=S)NC1CCSC1=O (configuration not stated)	-12%	4%	-3%	9	-1%	2%	3%	37%	-17%
Cc1nc(N2CCOCC2)c2c(C(=O)N3CCN(c4cccc(C)c4C)CC3)c(C)oc2n1	0%	2%	i	3	-5%	12%	10%	37%	-17%
COCCCN1C(=O)c2ccc(C(=O)Nc3cccc(OC)c3)cc2C1=O	-3%	-16%	-22%	-26	9%[57.1 µM]	4%	10%	-3%	2%
COc1ccc(C(OCC(O)CN(C)C2CCCCC2)c2ccc(OC)cc2)cc1 (configuration not stated)	2%	-4%	7%	-1	11%[57.1 µM]	9%	2%[57.1 µM]	11%	-11%
CCn1cc(S(=O)(=O)c2ccc(C)cc2C)c(=O)c2cc(F)c(N3CCCC3)cc21	16%	-3%	i	1	42%[activator]	-22%	24%	32%	-12%
Nc1nonc1-n1nnc(C(=O)N/N=C/c2ccc(Cl)cc2Cl)c1CN1CCCCC1	36%[activator]	0%	i	-3	-7%	9%	4%	53%[activator]	-8%
CCCCC(=O)NCc1ccc(F)cc1	0%	11%	16%	1	-5%	2%	-5%	0%	1%
O=C(Cn1nc(-c2ccccc2)c2ccccc2c1=O)Nc1ccccn1	-10%	6%	-7%	1	-9%	-2%	12%[57.1 µM]	9%	-6%

# More entries
canonical_smiles	Pin1 inh	GLS inhibitor	Tb PGK inh	PI4K2A inh	TrxR1 substrate	mIDH1 inhibitor	rTrxR1 inhibitor	HP1b chromo inh	USP1 inh
COc1ccc2oc(-c3ccccc3)c(C(=O)N(C)C)c2c1	-3%	-2%	-6%	0	41%[activator]	10%	-12%	39%[activator]	-10%
COc1ccccc1Nc1nc(N)nc(CSc2ncccn2)n1	-6%	32%[activator]	i	6	-1%	4%	-3%	-10%	-19%
COc1ccc(C(C)C)cc1S(=O)(=O)NCc1ccccn1	0%	14%	-4%	-11	5%	10%	29%	10%	-11%
COC(=O)[C@@H](NC(=O)/C=C/c1ccc(OC)cc1)C(C)C	-2%	0%	-12%	-1	-4%	1%	-4%	27%	-25%
CCOc1ccc(NC(=O)Nc2cc(C)ccc2F)cc1	-2%	-3%	-27%	-64*	-1%[57.1 µM]	-4%	0%[57.1 µM]	16%	-10%
O=c1[nH]c(-c2ccc(Cl)cc2)cs1	0%	26%	5%	-2	-5%[57.1 µM]	0%	3%[57.1 µM]	-13%	-5%
CCc1nnc(NC(=O)CSc2nnc(CCc3nc4ccccc4[nH]3)n2C)s1	0%	2%	i	1	8%[57.1 µM]	-5%	25%[57.1 µM]	13%	-11%
Cc1ccc(Nc2nc(N)nc(CN3CCN(Cc4ccccc4)CC3)n2)cc1Cl	2%	12%	0%	-2	-3%	8%	4%	20%	-5%
CSc1nnc(NC(=O)c2ccco2)s1	-5%	7%	-1%	-1	-5%	6%	9%[57.1 µM]	20%	-10%
COc1cc(NC(=O)CCl)ccc(=O)c1	nt	0%	-2%	1	nt	-3%	nt	nt	5%
CCOc1cc(C(=O)NCc2nc(-c3cccc(C)c3)no2)cc(OCC)c1OCC	11%	-11%	i	-2	-4%	-8%	11%	3%	13%
CN(CC(=O)N1CCCCC1)S(=O)(=O)c1cccc2nsnc12	-5%	3%	-3%	-4	-5%	14%	11%	25%	-4%
CC(C)N1CCN(C(=O)C2CCC(=O)N(CCc3cccc(F)c3)C2)CC1 (configuration not stated)	-17%	-3%	4%	-1	-6%	0%	-13%	30%	-3%
Cc1ccc(-n2ncc(-c3nn[nH]n3)c2N)cc1	-5%	23%	-4%	1	-5%	-2%	-4%	19%	-19%
COc1ccc(S(=O)(=O)N2CCCC(C(=O)NCc3ccco3)C2)cc1OC (configuration not stated)	0%	0%	1%	-5	-7%[57.1 µM]	-9%	-11%[57.1 µM]	113%[activator]	5%
CCOC(=O)C1CCN(C(=O)Cn2cc(C(=O)C3CC3)c3ccccc32)CC1	-1%	1%	-6%	1	6%[57.1 µM]	1%	10%	22%	9%
COc1ccc(OC)c(CCNc2ncnc3onc(-c4ccc(F)cc4)c23)c1	0%	2%	i	1	-7%	-14%	16%	25%	-28%
CCCN(C(=O)c1c(-c2ccccc2)noc1C)c1c(N)n(Cc2ccccc2)c(=O)[nH]c1=O	-11%	-1%	1%	-1	2%	5%	20%	21%	5%
O=C(NCCc1ccc(Cl)cc1)c1ccc(CS(=O)Cc2ccc(Cl)cc2)o1 (configuration not stated)	1%	2%	-1%	-3	0%	-10%	-9%	40%[activator]	-15%
O=C(NC(=O)N1CCN(c2cccc(Cl)c2)CC1)c1ccccc1	-1%	-8%	?	7	16%[57.1 µM]	6%	17%[57.1 µM]	26%	-14%
CCc1ccc2nc(N(Cc3cccnc3)C(=O)c3ccc(C#N)cc3)sc2c1	0%	5%	2%	-1	-5%[57.1 µM]	-3%	15%[57.1 µM]	5%	-11%

# Some of these compounds in order of the PI4K2A inh value, low to high.
SMILES	PI4K2A inh
COC(=O)[C@@H](NC(=O)/C=C/c1ccc(OC)cc1)C(C)C	-1
Cc1ccc(-n2ncc(-c3nn[nH]n3)c2N)cc1	1
O=C(NC(=O)N1CCN(c2cccc(Cl)c2)CC1)c1ccccc1	7
